Source: PubChem BioAssay
Efa HMGR inh: inhibitors of E. faecalis class II HMGR, primary screen, biochemical, Enterococcus faecalis; HMG-CoA reductase (Enterococcus faecalis, mvaE); purified E. faecalis HMGR, NADPH absorbance 340 nm kinetic; inhibition, % at 10 µM; 190,000 compounds, 0.41% hits; AID 1066, 2008;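 active means inhibition above a set limit, the median over all tested compounds plus 3 SD, cut at about 9.5% in these data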;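 further: enzyme runs in reverse so mevalonate oxidation gives rising NADPH absorbance; 0% = complete reaction with DMSO and 100% = background rate lacking mevalonate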
Hsp70 activator: Hsp70 transcriptional activators, primary screen, cell-based, HeLa, Hsp70 promoter luciferase, luminescence, 10 µM; activation, % at 10 µM; 200,000 compounds, 0.04% hits; AID 1203, 2008; HeLa Hsp70 promoter luciferase reporter; scaled: vehicle 0, proteasome-inhibitor control 100%;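 active means activation above the mean across all tested compounds plus 3 SD, cutoff set per campaign, cut at about 5.5% in these data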;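 further: 100% = MG132 at 30 µM as the positive control and 0% = DMSO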
L major viab: Leishmania major promastigote growth inhibition, primary screen; inhibition, % at 10 µM; AID 1063, 2008; 200,000 compounds, 9% hits; Leishmania major promastigotes, resazurin fluorescence viability; in the data active means inhibition above about 50%;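 further: promastigotes grown with compound for 44 hours at 28 °C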
TNAP inh hi DEA: human TNAP enzyme inhibitors, primary screen, biochemical, luminescent, high phosphate acceptor level, uHTS; purified TNAP, CDP-star luminescence, 1 M DEA; 200,000 compounds, 0.03% hits; inhibition, % at 20 µM; AID 1135, 2008;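 active means over 50% inhibition of tissue-nonspecific alkaline phosphatase at 20 µM in the single-dose screen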;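 further: plate controls were DMSO wells for no effect and EDTA-quenched wells as full inhibition for full effect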
Target sequence (P05186 whole entry, looked up): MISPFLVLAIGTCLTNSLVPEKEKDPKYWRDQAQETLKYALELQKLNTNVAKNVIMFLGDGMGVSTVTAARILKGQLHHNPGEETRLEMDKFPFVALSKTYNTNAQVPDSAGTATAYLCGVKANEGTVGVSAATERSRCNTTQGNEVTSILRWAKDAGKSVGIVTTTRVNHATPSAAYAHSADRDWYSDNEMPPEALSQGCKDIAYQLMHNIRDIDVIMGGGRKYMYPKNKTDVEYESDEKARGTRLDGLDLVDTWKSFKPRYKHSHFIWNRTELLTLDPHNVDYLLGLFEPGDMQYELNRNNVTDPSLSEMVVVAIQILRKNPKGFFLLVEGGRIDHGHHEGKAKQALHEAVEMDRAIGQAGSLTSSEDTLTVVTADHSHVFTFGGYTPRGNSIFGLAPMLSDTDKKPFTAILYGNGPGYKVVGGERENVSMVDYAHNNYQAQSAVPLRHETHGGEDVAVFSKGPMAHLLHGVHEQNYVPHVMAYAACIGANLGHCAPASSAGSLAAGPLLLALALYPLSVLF
PMI act satM6P: human PMI activators, high substrate, primary screen, biochemical, fluorescence intensity, near-saturating mannose 6-phosphate | coupled PMI enzyme assay, resazurin fluorescence, 20 min; stronger effect = higher value; 1 = untreated enzyme, 0 = substrate-free blank | Mannose-6-phosphate isomerase (Homo sapiens), P34949 | activation factor at 20 µM | 190,000 compounds, 0.34% hits | AID 1216, 2008;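 active means activation factor of 2 or more at 20 µM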
Target sequence (P34949 whole entry, looked up): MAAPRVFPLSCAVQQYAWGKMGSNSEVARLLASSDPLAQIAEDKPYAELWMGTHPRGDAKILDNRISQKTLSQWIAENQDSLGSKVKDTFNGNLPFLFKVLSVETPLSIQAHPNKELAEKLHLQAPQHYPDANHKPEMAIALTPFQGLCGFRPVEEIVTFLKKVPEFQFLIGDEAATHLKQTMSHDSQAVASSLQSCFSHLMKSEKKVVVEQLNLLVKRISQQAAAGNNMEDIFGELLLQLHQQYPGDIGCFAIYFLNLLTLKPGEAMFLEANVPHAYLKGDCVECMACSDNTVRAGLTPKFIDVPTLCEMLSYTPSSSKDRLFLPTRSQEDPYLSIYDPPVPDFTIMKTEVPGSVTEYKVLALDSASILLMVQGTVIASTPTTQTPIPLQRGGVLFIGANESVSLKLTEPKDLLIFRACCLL
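Test system: human phosphomannose isomerase with PGI, G6PDH, diaphorase coupling enzymes; amount: 15 ng/mL PMI; incubation: enzyme reaction with compound 20 min at room temperature; technique: resorufin fluorescence (Ex 544/Em 590 nm) from resazurin via diaphorase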
S1P3 antag: S1P3 receptor antagonists, primary screen, cell-based | inhibition, % at 4.98 µM | CHO S1P3 NFAT-BLA reporter, FRET fluorescence, antagonist mode | 170,000 compounds, 0.27% hits | AID 485, 2006 | Sphingosine 1-phosphate receptor 3 (Homo sapiens), Q99500;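 active means inhibition above the plate cutoff, the mean inhibition of test wells on that plate plus 3 SD, cut at about 28% in these data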;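 further: cells challenged with S1P at its EC80 of 0.8 µM; blue over green emission ratio from cleaved BLA substrate after 4 h stimulation; 0% = S1P-stimulated wells and 100% = unstimulated DMSO-only wells; some compounds past the cut are filed as inactive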
PMI activator: activators of human PMI, primary screen, biochemical, fluorescence intensity, near-Km mannose 6-phosphate; Mannose-6-phosphate isomerase (Homo sapiens), P34949; purified human PMI, coupled resazurin fluorescence, 20 min; stronger effect = higher value; 1 = vehicle control, 0 substrate-free wells; activation factor at 20 µM; 190,000 compounds, 0.005% hits; AID 1214, 2008;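 active means activation factor of 2 or more at 20 µM, relative to plate controls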
TNAP inh noacc: human TNAP enzyme inhibitors, primary screen, biochemical, luminescent, no phosphate acceptor, uHTS. inhibition, % at 20 µM. purified TNAP, CDP-star luminescence, 30 min. AID 1012, 2008. 200,000 compounds, 0.26% hits. Alkaline phosphatase, tissue-nonspecific isozyme (Homo sapiens), P05186;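 active means tissue-nonspecific alkaline phosphatase inhibition above about 50% at 20 µM in the single-dose screen, limit read from the data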;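 further: 0% = DMSO negative control and 100% = EDTA positive control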
Redox H2O2 prof: compounds producing H2O2 with reducing agent – biochemical, NIH compound library profiling, artefact control for MLSCN library redox annotation, primary screen; AID 878, 2007; DTT-dependent redox cycling H2O2, phenol red/HRP absorbance; 100% = 100 µM peroxide control, 0% = buffer; 200,000 compounds, 0.03% hits; activation, % at 10 µM;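 active means activation of at least 50% relative to the plate's high and low controls in the primary single-dose screen; inactive means activation below 50%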;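 further: compound incubated with DTT at 0.8 mM final as the reducing agent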
RAM inhibit: inhibitors of the yeast RAM network, primary screen, dse1pr::URA3 reporter, 5-FOA selection. inhibition, % at 50 µM. 190,000 compounds, 1.8% hits. S. cerevisiae dse1pr::URA3 reporter, 5-FOA growth OD615, 2 d; analog-sensitive cbk1-as2 kinase mutant strain;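 active means inhibition above a set limit, 3 SD over mean compound inhibition, cut at about 8.4% in these data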;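 further: 0% = DMSO-only wells with no growth and 100% = 10 µM 1-NA-PP1 full growth; inhibition rescues growth on 5-FOA so higher OD means more RAM inhibition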
An asterisk follows results filed as active; i = inactive; . = not tested or not shown.

SMILES	Efa HMGR inh	Hsp70 activator	L major viab	TNAP inh hi DEA	PMI act satM6P	S1P3 antag	PMI activator	TNAP inh noacc	Redox H2O2 prof	RAM inhibit
O=C1CCN1C1(C(=O)NC2CCCCC2)CCCC1	2	-0.4	27	-7	1.1	0	1.1	-14	0.1	1.9
CCOc1cc(-c2nc(-c3ccc(OC)cc3)no2)cc(OCC)c1OCC	-1	-0.4	-6	-3	1.1	-25	1.1	-5	-0.2	9.6*
C/C=C/c1ccc(OCCCNC2CCCC2)c(OC)c1	-7	0.8	100*	-5	0.9	.	1	-6	-3.1	0.7
CCOc1cc(/C=N/NC(N)=S)cc(Br)c1OCc1ccccc1C	-7	-0.1	100*	4	0.9	.	0.8	8	-0.6	2.6
CCCC(c1nnnn1Cc1cccs1)N1CCN(C2CCCC2)CC1 (centres undefined)	1	-0.3	-6	2	1.2	21	1	-7	-3.2	1.4
O=[N+]([O-])c1ccc(-c2c(O)c3ccccc3c3nc4ccccc4nc23)cc1	-8	-0.4	2	26	1	2	1.1	20	-1.0	1.5
c1coc(-c2nnc3sc(C4CCCCC4)nn23)c1	0	-0.1	-10	-5	1	.	1	3	0.1	3.1
C=CCNC(=S)N1CCN(CCN=CC2=C(O)CC(c3ccc(Cl)cc3)CC2=O)CC1 (centres undefined)	2	-0.1	-2	-5	0.9	0	0.9	-10	-0.9	1.7
Cc1occc(=O)c1OC(=O)Nc1ccccc1	-1	0.0	-1	2	1	.	1	-7	-1.0	-0.8
CCOc1ccc(C(c2c(C)[nH][nH]c2=O)c2c(C)[nH][nH]c2=O)cc1OC	-1	0.5	20	65*	0.6	.	0.7	47	1.8	0.5
O=C(COC(=O)c1ccc(Cl)nc1)NCc1cccs1	-2	0.1	-8	-4	0.9	-16	1	-11	-1.2	1.0
CCC(=O)Nc1c(-c2cccs2)c(=O)c2ccccc2n1C	3	0.1	0	-2	1	0	0.9	-4	0.0	4.3
COc1ccc(C(=O)OCC(=O)N2CCCCC2)cc1[N+](=O)[O-]	1	0.0	-13	-2	1.2	0	1.2	-10	-2.5	1.2
COc1ccc(-c2nc3ccccc3c(=O)n2NC(=O)Cc2ccccc2)cc1	-7	0.0	2	9	1.1	4	1	0	0.0	2.7
CCOc1ccccc1NC(=O)C(NCC1CCCCC1)c1ccccc1 (centres undefined)	-4	-0.1	27	-6	0.9	14	0.9	-6	-1.2	-0.7
O=C(O)/C=C/c1nc(-c2ccccc2)n2ccccc12	1	-0.1	2	-3	0.8	4	0.9	-10	-0.1	1.5
Cc1[nH]c2ccccc2c1C(=O)CN1C(=O)C(=O)N(C2CCCC2)C1=O	0	0.6	-4	-4	1.1	-7	1	-6	-0.7	2.8
Cc1ccc(OCC(=O)Nc2ccccc2[N+](=O)[O-])c(Br)c1	-1	0.5	2	2	1	-13	1	6	-0.4	3.8
CCOC(=O)Cn1nc(C)c([N+](=O)[O-])c1C	0	-0.4	-6	-1	1.1	-10	1.3	-8	0.0	2.4
CCOC(=O)C1=C(C)OC(N)=C(C#N)C1c1cc2c(cc1[N+](=O)[O-])OCO2 (centres undefined)	-2	0.2	21	8	0.5	3	0.9	12	-0.5	0.8
CCOCCCNC(=S)N1CCCN(c2nc3cc(C)cc(C)c3cc2C#N)CC1	-4	-0.3	5	-3	1.8	-7	1.4	-6	-0.2	5.6
COc1ccc(CNCC(=O)Nc2sccc2C#N)cc1	-1	0.4	-4	-4	0.8	-16	0.8	-10	-0.8	0.4
CCCC(=O)NC(Nc1cc(C(F)(F)F)ccc1Cl)C(Cl)(Cl)Cl (centres undefined)	-3	-0.1	40	-2	0.9	.	0.8	9	2.4	2.8
O=C(O)CC1(c2ccccc2)C(=O)c2ccccc2C1=O	3	-0.3	-6	-2	1	-10	1	-8	0.0	0.7
CCOC(=O)c1oc2cccc(OC(C)=O)c2c1C	-8	0.1	-6	-4	1	-14	1.1	-8	0.2	0.8
CNC(=S)N(Cc1cc2cc(OC)c(OC)cc2[nH]c1=O)C1CCCC1	-2	-0.4	-4	-11	1.1	-19	1	-18	0.1	-0.5
COCCN1C(=O)N[C@@H](CCc2ccccc2)C(C(C)=O)=C1C	-7	-0.3	14	-8	1.3	-4	1.3	-6	0.5	-0.4
CCOc1ccc(N2C(=O)C3C(C2=O)C3(c2ccccc2)c2ccccc2)cc1 (centres undefined)	-7	-0.5	22	-5	0.9	-21	0.8	-5	-0.6	6.3
Cc1cc(C(=O)COC(=O)CC2Sc3ccccc3NC2=O)c(C)n1-c1ccccc1 (centres undefined)	-5	-0.4	0	-2	0.9	-10	0.9	-8	-0.4	3.4
CCCOC(=O)C1[C@H]2C(=O)N(Cc3ccco3)C[C@]23C=C[C@H]1O3 (some centres undefined)	-2	0.0	1	-8	1.1	.	1.1	0	-1.2	2.4
O=C(NCCc1ccccc1)/C(=C\c1ccc([N+](=O)[O-])cc1)NC(=O)c1ccccc1	0	0.2	-2	-2	1	.	1	-10	-3.9	4.1
CCOC(=O)CC(NC(=O)c1cccc2c1C(=O)N(Cc1cccnc1)C2)c1ccc(OC(C)C)cc1 (centres undefined)	-4	0.1	40	3	0.9	-4	0.9	3	0.4	2.9
Cc1cc(NC(=O)CSC2=Nc3ccccc3C3=NC(Cc4ccccc4)C(=O)N23)n[nH]1 (centres undefined)	0	-0.4	10	-3	1	8	0.9	-2	2.9	0.8
COCC(C)N=Cc1c(O)[nH]c2ccccc12 (centres undefined)	0	-0.1	-4	-9	1	0	1	-15	-1.4	0.8
Cc1ccccc1C(=O)N1CCN(c2ccc(NC(=O)CSc3ccc(Cl)cc3)cc2)CC1	-6	-0.4	37	-5	1	.	0.9	-16	-12	2.0
Cn1c(N)c(C(=O)NCc2ccccc2Cl)sc1=S	0	-0.1	6	-2	0.9	-10	0.9	-4	0.0	4.6
CC(C)CC(=O)Nc1c2c(nn1-c1ccc(F)cc1)CSC2	-4	-0.4	-4	-4	1	-42	1	-10	-0.8	0.0
CC1CCCC(C)N1C(=O)CSc1nc2ccccc2s1 (centres undefined)	-2	0.2	11	-1	1	.	0.9	-6	1.6	1.4
COc1ccc(C2=NN3C(C2)c2ccccc2OC32C(=O)N(C)c3ccccc32)cc1 (centres undefined)	-1	0.0	8	-2	0.8	.	0.8	6	-4.7	7.3
O=S(=O)(/N=C(/Nc1ccccc1)c1ccccc1)c1cccs1	-3	-0.4	1	1	0.8	4	0.8	-12	0.1	1.5
Clc1ccc(Oc2cnns2)cc1Cl	-6	-0.1	0	0	1	.	1	-9	0.2	1.8
CC(C)(C)OC(=O)N1CCN(c2ccc(CNC(=O)c3ccc(Cl)cc3)cc2)CC1	-3	-0.3	5	0	1	.	0.9	-4	-2.6	2.4
Cc1cc(NC(=O)C(C)C)ncc1NC(=O)Cc1ccccc1	-7	0.6	-13	-6	1	6	1	-15	0.2	2.5
N#CCCCN1C(=O)C(O)(CC(=O)c2ccc3c(c2)OCCO3)c2ccccc21 (centres undefined)	-1	-0.1	-6	-2	0.9	-12	0.9	-5	1.1	3.0
O=C(N1CCOCC1)C(F)(F)C(F)(F)C(F)(F)C(F)(F)C(=O)N1CCOCC1	2	-0.2	-11	-3	1.1	26	1	8	0.1	2.1
Cc1sc(NC(=O)C2CCCCC2)c(C#N)c1-c1ccccc1	3	0.0	4	6	1	.	1.1	-14	-5.2	3.6
Nn1cnc2sc3c(c2c1=O)CCC3	-3	0.0	-1	-4	1	.	1	-13	-0.1	0.3
CCCCn1c(O)c(/C=C2\C=NN=C2c2ccccc2)sc1=S	-1	-0.3	5	2	0.9	-6	0.8	-42	0.9	3.3
COc1ccc(Cl)cc1-c1nc(N)nc(NC2CCCCC2)n1	1	-0.1	20	-3	0.9	5	1	-10	0.1	0.4
CCOC(=O)c1cc(CC)sc1NC(=O)c1ccc([N+](=O)[O-])c(N2CCOCC2)c1	-4	-0.2	8	-4	1	7	0.9	-4	1.0	4.6
C=C(C)C1CC=C(C)/C(=N/NC(=O)COc2ccc(Cl)cc2)C1 (centres undefined)	-1	0.0	-5	-1	1	9	1	-3	0.1	4.3
O=C(COC(=O)C1CC(=O)N(Cc2ccccc2)C1)Nc1ccc(Cl)cc1F (centres undefined)	0	0.2	0	0	0.9	-6	0.9	i	-1.6	-0.4
CCOC(=O)/C(=C\Nc1ccc(OC(F)(F)F)cc1)Sc1ncc(C(F)(F)F)cc1Cl	1	-0.2	23	5	0.9	.	0.9	-2	0.6	6.7
COCC(C)n1c(C)cc(C(=O)Cn2c(=O)oc3ccccc32)c1C (centres undefined)	2	-0.2	-1	-8	1	11	1	-21	0.1	0.4
NS(=O)(=O)c1cccnc1Nc1ccc(Cl)c(Cl)c1	0	-0.1	20	42	0.8	.	0.8	27	-0.1	2.7
CS(=O)(=O)N1CCC(C(=O)c2cccc(Cl)c2)CC1	-5	-0.2	-3	-6	1	14	1	-10	2.2	2.3
NC(=O)C1(N2CCCCC2)CCN(C2CC(=O)NC2=O)CC1 (centres undefined)	0	-0.3	0	-4	1	.	1	-12	0.3	0.0
CCCCN(C(=O)CNC(=O)c1cccs1)C(C(=O)NC1CCCC1)c1ccncc1 (centres undefined)	2	-0.7	-2	-2	.	-1	.	-7	2.0	0.7
COC(=O)c1ccc(-n2nnnc2SCc2ccccc2OC)cc1	-1	-0.3	10	-5	0.9	-15	0.9	-7	-0.3	9.6*
Cc1ccc(NC(=S)N(CCN2CCCCC2)Cc2ccco2)cc1	-2	-0.1	10	-3	0.9	-22	1	-5	-0.2	0.5

3 of the entries above in order of their number in Efa HMGR inh, descending.
| molecule | Efa HMGR inh | Hsp70 activator | TNAP inh hi DEA | PMI act satM6P | S1P3 antag | PMI activator | TNAP inh noacc | Redox H2O2 prof | RAM inhibit |
| --- | --- | --- | --- | --- | --- | --- | --- | --- | --- |
| COc1ccc(C2=NN3C(C2)c2ccccc2OC32C(=O)N(C)c3ccccc32)cc1 (centres undefined) | -1 | 0.0 | -2 | 0.8 | . | 0.8 | 6 | -4.7 | 7.3 |
| CCOC(=O)CC(NC(=O)c1cccc2c1C(=O)N(Cc1cccnc1)C2)c1ccc(OC(C)C)cc1 (centres undefined) | -4 | 0.1 | 3 | 0.9 | -4 | 0.9 | 3 | 0.4 | 2.9 |
| Clc1ccc(Oc2cnns2)cc1Cl | -6 | -0.1 | 0 | 1 | . | 1 | -9 | 0.2 | 1.8 |
